Rev-erbA mod – modulators of Rev-erb alpha DNA binding, primary screen, biochemical, FITC-DNA, fluorescence polarization, uHTS; Nuclear receptor subfamily 1 group D member 1 (Homo sapiens), P20393; activity, % at 10 µM; Rev-erbα–FITC-DNA binding, 90 min; 0.79% of 370,000 active;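 active means activity above about 14%, limit read from the data; passing the limit was not always enough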;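 further: 0% = DMSO wells with 35 nM protein and 100% = DMSO wells with 750 nM protein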
PG9 Ab binder – binders of HIV-1 gp120 antibody PG9, primary screen, biochemical, TR-FRET; AID 624416, 2012; 0.43% of 360,000 active; inhibition, % at 6.7 µM; TR-FRET gp120-PG9 antibody binding; HIV-1 gp120 / PG9 antibody interaction; in the data active means inhibition above about 8.5%
rCAG RNA binder – binders of r(CAG) RNA repeats, primary screen, biochemical, fluorescence | inhibition, % at 3 µM | AID 651821, 2012 | r(CAG) RNA repeat, TO-PRO-1 dye displacement fluorescence | 1.3% of 370,000 active;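 active means inhibition above the plate cutoff, the mean of all test compounds on that plate plus 3 SD, cut at about 35% in these data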;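 further: 0% = DMSO alone and 100% = 100 µM mitoxantrone as full dye displacement; higher means more dye released from RNA so lower well fluorescence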
mABHD4 FP – ABHD4 inhibitors, primary screen, biochemical, fluorescence polarization, mouse; 0.54% of 370,000 active; AID 720543, 2013; purified mABHD4, FP-Rh probe fluorescence polarization; inhibition, % at 8.92 µM; (Lyso)-N-acylphosphatidylethanolamine lipase (Mus musculus), Q8VD66;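 active means inhibition exceeding the mean over every tested compound plus 3 SD, cut at about 30% in these data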;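 further: 0% = plate median of compound wells and 100% = S159A mutant with DMSO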
Target sequence (Q8VD66 whole entry, looked up): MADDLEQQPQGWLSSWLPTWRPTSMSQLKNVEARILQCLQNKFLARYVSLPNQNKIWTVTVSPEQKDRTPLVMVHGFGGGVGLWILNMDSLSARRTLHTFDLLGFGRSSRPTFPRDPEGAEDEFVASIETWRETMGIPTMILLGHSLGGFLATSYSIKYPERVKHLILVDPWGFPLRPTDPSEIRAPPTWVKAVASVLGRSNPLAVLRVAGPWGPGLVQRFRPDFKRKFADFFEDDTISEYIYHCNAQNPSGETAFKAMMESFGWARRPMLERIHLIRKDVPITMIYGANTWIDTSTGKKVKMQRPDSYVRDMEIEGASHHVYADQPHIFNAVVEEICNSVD
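Material: mouse ABHD4 enzyme, wild type; Benchmarks: S159A mutant high control, sample median low control; Buffer or medium: HEPES pH 7.0, NaCl, Pluronic buffer; Signal: fluorescence polarization; Read-out: percent inhibition of probe binding, normalized to plate controls; Timing: pre-incubation 45 min, probe exposure 60 min, at 25 °C; Dosing: 8.92 µM, single dose.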
HTRA1 inh – HTRA1 serine protease inhibitors, primary screen, biochemical, fluorescence polarization, HTS | Q92743 | recombinant HTRA1, FP-rhodamine activity-based probe | inhibition, % at 5.96 µM | 0.5% of 340,000 active; in the data active means inhibition above about 36%;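 further: 0% = enzyme with DMSO and 100% = wells lacking enzyme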
Target sequence (Q92743 whole entry, looked up): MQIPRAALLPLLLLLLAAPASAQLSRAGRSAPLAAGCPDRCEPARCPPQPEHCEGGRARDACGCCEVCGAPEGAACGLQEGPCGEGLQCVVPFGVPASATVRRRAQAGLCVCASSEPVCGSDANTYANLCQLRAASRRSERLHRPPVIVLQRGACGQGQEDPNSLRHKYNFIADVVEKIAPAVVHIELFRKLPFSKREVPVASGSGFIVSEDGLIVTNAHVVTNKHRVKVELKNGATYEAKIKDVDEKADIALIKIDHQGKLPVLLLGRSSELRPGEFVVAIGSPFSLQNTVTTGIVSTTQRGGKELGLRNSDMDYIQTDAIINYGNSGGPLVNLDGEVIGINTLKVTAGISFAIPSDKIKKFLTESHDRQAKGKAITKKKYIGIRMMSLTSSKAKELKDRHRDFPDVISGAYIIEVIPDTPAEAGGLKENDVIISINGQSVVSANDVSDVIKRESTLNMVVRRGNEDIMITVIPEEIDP
NPR2 activator – human GC-B receptor activators, primary screen, HEK293 GC-B cells, cGMP TR-FRET, EC30 CNP. 0% at EC30 CNP, 100% saturating CNP. activation, % at 10 µM. 0.11% of 370,000 active. AID 1920062, 2024;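 active means activation at 10 µM reaching about 35% in either raw or pattern-adjusted values, limit read from the data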
NPR1 activator – GC-A stimulated cGMP production enhancers – HEK293 GC-A cells, cGMP TR-FRET, EC30 ANP, primary screen; activation, % at 10 µM; 0% at EC30 ANP, 100% saturating ANP; 0.14% of 370,000 active; Atrial natriuretic peptide receptor 1 (Homo sapiens), P16066; in the data active means activation above about 40%
ARFGAP1 inh – inhibitors of rat ARFGAP1 GAP activity, primary screen, biochemical, fluorescence polarization, GDP tracer; ADP-ribosylation factor GTPase-activating protein 1 (Rattus norvegicus), Q62848; 0.26% of 360,000 active; Arfgap1-stimulated ARF1 GTP hydrolysis, GDP FP detection; inhibition, % at 16.5 µM;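 active means inhibition above a per-plate limit, mean inhibition of low control wells plus 3 SD, cut at about 25% in these data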;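 further: 0% = DMSO wells with enzyme and 100% = wells lacking Arfgap1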
Target sequence (Q62848 1-136 limits assumed): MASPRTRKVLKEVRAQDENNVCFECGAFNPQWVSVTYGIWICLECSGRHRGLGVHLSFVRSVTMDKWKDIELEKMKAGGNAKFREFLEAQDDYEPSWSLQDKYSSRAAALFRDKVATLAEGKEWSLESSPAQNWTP
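Material – truncated rat Arfgap1 GAP domain · Buffer or medium – HEPES-based buffer, pH 7.5 · Reagent – human ARF1(Δ1-17)-GTP substrate · Dosing – 16.5 µM single point, 1.26% DMSO · Schedule – GTP hydrolysis reaction 2 h at 25 °C · Technique – GDP detection by fluorescence polarization · Benchmarks – No-Arfgap1 wells (100%) versus DMSO full-reaction wells (0%) · Repeats – single replicate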
SMARCA2 activ – SMARCA2 (BRM) function activators, primary screen, cell-based, luminescence, high throughput; MG213 cells, MMTV-luciferase reporter, dexamethasone, overnight; activation, % at 9.1 µM; 1% of 370,000 active; AID 652017, 2013; in the data active means activation above about 7.8%;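 further: 0% = vehicle wells and 100% = reference activator wells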
ASAP1 inh – inhibitors of human ASAP1 ArfGAP activity, primary screen, biochemical, fluorescence polarization; AID 624377, 2012; Arf-GAP with SH3 domain, ANK repeat and PH domain-containing protein 1 (Homo sapiens), …; inhibition, % at 16.5 µM; ASAP1-stimulated ARF1 GTP hydrolysis, GDP FP detection; 0.19% of 360,000 active; in the data active means inhibition above about 25%;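 further: 0% = vehicle with enzyme and substrate and 100% = no enzyme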
* marks the source's active call; other numbers are inactive results; / = no result given.

1. CCS(=O)(=O)c1nc(S(=O)(=O)c2ccc(Cl)cc2)c(NCCCN2CCCC2=O)s1
2. Nc1nonc1-n1nnc(C(=O)N/N=C/c2cccc(Cl)c2)c1CSc1ccccc1
3. Cc1ccc(-n2nc3c(c2NC(=O)CC(C)C)CS(=O)C3)cc1 (stereo unspecified)
4. CC1CCN(C(=O)CSc2nnc(-c3cccnc3)o2)CC1
5. CCOC(CCn1c(SCc2cccc([N+](=O)[O-])c2)nc2ccccc2c1=O)OCC
6. CN(CCCN1CCOCC1)Cc1nc(-c2ccccc2)no1

Compound	1	2	3	4	5	6
Rev-erbA mod	-1	-1	5	-3	-2	0
PG9 Ab binder	-2.5	-2.9	0.7	-1.1	-0.8	-2.1
rCAG RNA binder	-3	0	9	-1	-2	0
mABHD4 FP	6	-2	-2	2	1	0
HTRA1 inh	-6	/	2	9	-19	1
NPR2 activator	5	8	0	5	5	1
NPR1 activator	-2	0	3	2	2	-2
ARFGAP1 inh	6	5	-10	8	7	7
SMARCA2 activ	0	2	-1	-3	2	3
ASAP1 inh	-9	-5	-16	2	3	2

7. COCCCNC(=O)c1ccc(N(C)S(C)(=O)=O)cc1
8. Cc1cccc([C@H]2[C@@H]3C=CCC[C@@H]3C(=O)N2Cc2ccccc2)c1
9. O=C(N/N=C/c1cc2ccccc2nc1Cl)/C(=C/c1cccs1)NC(=O)c1ccccc1
10. CC(=O)Nc1ccc(NC(=O)CCn2nnc3ccccc32)cc1
11. COc1ccccc1C1CCCN1Cc1nc(-c2ccc(C)s2)oc1C (stereo unspecified)
12. CC(=O)c1ccc(S(=O)(=O)Nc2cc3c(cc2C(C)=O)OCO3)cc1

Compound	7	8	9	10	11	12
Rev-erbA mod	-1	-5	-7	-3	2	-1
PG9 Ab binder	-2.3	0.9	-1.0	1.8	0.6	0.5
rCAG RNA binder	0	3	20	1	-2	1
mABHD4 FP	3	13	-19	-3	0	-1
HTRA1 inh	2	-15	-58	-1	-20	-4
NPR2 activator	-1	-15	-4	3	-9	-2
NPR1 activator	1	-5	-7	4	-14	-3
ARFGAP1 inh	8	2	8	-3	3	-1
SMARCA2 activ	4	0	2	-1	-1	-4
ASAP1 inh	-2	6	23	5	4	3

13. CC(C)n1ncc2c(C(=O)NCCc3ccc(S(N)(=O)=O)cc3)cc(C3CC3)nc21
14. O=C(COC(=O)/C=C/c1ccc(Cl)cc1)NC1CC1
15. Cc1cc(C)n2nc(S(=O)(=O)NC(C)(C)C)nc2n1
16. COc1ccc(C2C3CCCCC3(O)CCN2C(=O)c2cccs2)cc1 (stereo unspecified)
17. Cn1c(N)c(C(=O)COC(=O)C2CC(=O)N(Cc3ccccc3)C2)c(=O)n(C)c1=O (stereo unspecified)
18. Cc1nc(-c2ccncc2)sc1C(=O)Nc1ccc(Cl)cc1

Compound	13	14	15	16	17	18
Rev-erbA mod	-2	-4	2	10	-8	2
PG9 Ab binder	0.5	-2.0	-2.4	0.4	-0.5	-1.7
rCAG RNA binder	12	2	-3	1	-6	-4
mABHD4 FP	22	-8	-2	4	8	4
HTRA1 inh	-12	-5	2	-3	-1	-12
NPR2 activator	-3	-4	2	-3	2	1
NPR1 activator	-3	1	-2	-4	9	2
ARFGAP1 inh	17	11	-8	10	-11	-2
SMARCA2 activ	2	1	-2	-1	-4	2
ASAP1 inh	5	1	-5	12	-4	9

19. Brc1cccc(-c2cnc3n2CCCCC3)c1
20. CCOC(=O)[C@]12CCCCC/C=C\1N(Cc1ccc(OC)cc1)C(=O)[C@H]2CC(=O)N1CCCCC1
21. CCN1CCN(c2ccc(NC(=O)c3cc(S(=O)(=O)N4CCCC4)ccc3Cl)cc2)CC1
22. Cc1ncc(CO)c2c1Oc1nc(-c3ccccc3)nc(SCC(=O)N3CCOCC3)c1C2
23. Clc1ccc(-c2cnn3c(-c4ccncc4)ccnc23)cc1
24. COCCN=C1S/C(=C\c2cc(C)n(-c3ccc(F)cc3F)c2C)C(=O)N1C

Compound	19	20	21	22	23	24
Rev-erbA mod	0	4	1	-5	-1	5
PG9 Ab binder	-0.7	/	-0.9	-2.2	-2.6	/
rCAG RNA binder	0	-1	3	11	2	/
mABHD4 FP	13	3	-4	-4	-10	-7
HTRA1 inh	-1	/	8	-12	1	/
NPR2 activator	5	4	2	-9	0	-29
NPR1 activator	0	-3	0	-13	4	-23
ARFGAP1 inh	3	/	-3	4	10	/
SMARCA2 activ	-5	-3	-2	-2	3	/
ASAP1 inh	-13	/	2	-9	17	/

25. CCN(CC)CCNc1cc(C)c(C#N)c2nc3ccccc3n12
26. CCn1c(-c2c[nH]c3ccccc23)n[nH]c1=S
27. Cn1c(Cc2cccs2)nnc1SCC(=O)Nc1ccc(F)cc1F
28. O=C(COc1ccc(-c2ccccc2)cc1)N1CCN(S(=O)(=O)Cc2ccccc2)CC1
29. O=c1oc2ccccc2c2c1nc(C(F)(F)F)n2-c1ccccc1
30. CC(C)C(=O)NN1c2ccccc2CCc2ccccc21

Compound	25	26	27	28	29	30
Rev-erbA mod	-1	-4	-1	-1	0	-5
PG9 Ab binder	-3.1	0.1	1.7	-1.9	0.0	-1.6
rCAG RNA binder	-2	-3	-2	-1	1	-1
mABHD4 FP	3	4	-1	5	-2	-3
HTRA1 inh	7	1	-4	-5	1	/
NPR2 activator	-4	20	5	2	6	3
NPR1 activator	2	20	0	-3	-2	-4
ARFGAP1 inh	-6	0	5	-11	8	2
SMARCA2 activ	0	-5	-1	0	-1	1
ASAP1 inh	5	-7	8	3	2	-4

Exported as labelled records: entries from further up.
#28 O=C(COc1ccc(-c2ccccc2)cc1)N1CCN(S(=O)(=O)Cc2ccccc2)CC1
  Rev-erbA mod: -1
  PG9 Ab binder: -1.9
  rCAG RNA binder: -1
  mABHD4 FP: 5
  HTRA1 inh: -5
  NPR2 activator: 2
  NPR1 activator: -3
  ARFGAP1 inh: -11
  SMARCA2 activ: 0
  ASAP1 inh: 3

#29 O=c1oc2ccccc2c2c1nc(C(F)(F)F)n2-c1ccccc1
  Rev-erbA mod: 0
  PG9 Ab binder: 0.0
  rCAG RNA binder: 1
  mABHD4 FP: -2
  HTRA1 inh: 1
  NPR2 activator: 6
  NPR1 activator: -2
  ARFGAP1 inh: 8
  SMARCA2 activ: -1
  ASAP1 inh: 2

#30 CC(C)C(=O)NN1c2ccccc2CCc2ccccc21
  Rev-erbA mod: -5
  PG9 Ab binder: -1.6
  rCAG RNA binder: -1
  mABHD4 FP: -3
  HTRA1 inh: /
  NPR2 activator: 3
  NPR1 activator: -4
  ARFGAP1 inh: 2
  SMARCA2 activ: 1
  ASAP1 inh: -4

Continuation.
31. CCCCn1c(Cl)nc2c1c(=O)n(C)c(=O)n2C
32. CN(Cc1cn(C)nc1-c1cccc(Cl)c1)C1CCOCC1
33. C[C@@H]1CN([C@@H](C)CO)C(=O)c2cc(Br)cnc2O[C@H]1CN(C)S(=O)(=O)c1ccccc1
34. CCn1cc(C(=O)N2CCCc3ccccc32)c2cc(OC)c(OC)cc2c1=O
35. C[n+]1ccccc1C1CCCC/C1=N\NC(N)=S (stereo unspecified)
36. CCc1c(C)nc2ncnn2c1N1CCCC(C(=O)Nc2ccc(NC(C)=O)cc2)C1 (stereo unspecified)

Compound	31	32	33	34	35	36
Rev-erbA mod	-4	4	6	-3	-4	-3
PG9 Ab binder	0.4	0.5	-1.4	-0.2	-1.2	-0.9
rCAG RNA binder	0	-6	8	-6	-2	1
mABHD4 FP	2	5	-6	1	-2	-1
HTRA1 inh	4	-4	-6	-10	-6	0
NPR2 activator	1	-5	-1	-4	7	5
NPR1 activator	1	3	3	-8	0	2
ARFGAP1 inh	4	3	7	-4	-9	4
SMARCA2 activ	2	-2	-1	1	1	1
ASAP1 inh	-5	8	-2	2	-4	16

37. O=C(O)CC/C(=N\Nc1ccc([N+](=O)[O-])cc1S(=O)(=O)N1CCOCC1)c1cccs1
38. CCc1c(C)nc2c(-c3ccccc3OC)c(C)[nH]n2c1=O
39. CC(=O)c1cnc(N(C)C)s1
40. Oc1c(C(Nc2ccccn2)c2cccnc2)cc(Cl)c2cccnc12 (stereo unspecified)
41. Cc1cc(OCC(O)CN(CCO)CCO)ccc1Cl (stereo unspecified)
42. Cc1ccccc1C(=O)NCC(=O)OC(C)C(=O)NCc1ccco1 (stereo unspecified)

Compound	37	38	39	40	41	42
Rev-erbA mod	3	3	0	-4	-6	1
PG9 Ab binder	1.3	0.8	-0.5	-0.3	0.3	-2.7
rCAG RNA binder	24	0	-1	-1	-5	4
mABHD4 FP	-1	-10	1	15	-3	-6
HTRA1 inh	2	-4	0	24	-8	-3
NPR2 activator	-7	7	-2	-3	2	-1
NPR1 activator	7	0	0	-4	0	1
ARFGAP1 inh	10	-4	-9	2	13	4
SMARCA2 activ	-1	0	-1	-5	1	0
ASAP1 inh	12	3	9	-12	4	8

43. c1ccc(CNCc2ccc(CNCc3ccccc3)cc2)cc1
44. Cc1ccc(-n2ncc3c(=O)n(CC(=O)NC4CCCCC4)cnc32)cc1C
45. CCN(CC(=O)Nc1ccc2c(c1)OCCO2)C(=O)C1CC(=O)N(c2ccc(OC)cc2OC)C1 (stereo unspecified)
46. CC(C)=C1SC(N2CCN(c3ccc(C)cc3)CC2)=NC1=O
47. CC(=O)c1ccc(NC(=O)CCc2nnc3ccc(NCc4ccco4)nn23)cc1
48. CCOC(=O)c1sc(=S)n(-c2ccc3c(c2)OCO3)c1N
49. CCCCn1c(N)c(N(CC(C)C)C(=O)CSCC(=O)Nc2cccc(C)c2)c(=O)[nH]c1=O
50. CC(C)C(NC(=O)C12CC3CC(CC(C3)C1)C2)C(=O)N/N=C/C1=C(N2CCOCC2)C(=C\c2cccc([N+](=O)[O-])c2)/CC1 (stereo unspecified)
51. Cc1cc(NS(=O)(=O)c2ccc(NC(=O)Cc3ccccc3)cc2)nc(C)n1

Compound	43	44	45	46	47	48	49	50	51
Rev-erbA mod	1	-1	4	-2	-2	-2	0	-4	-4
PG9 Ab binder	-0.9	4.2	0.7	0.0	-1.7	-0.1	0.1	-0.7	-0.1
rCAG RNA binder	-3	-2	-6	-3	4	0	-6	-2	2
mABHD4 FP	5	-7	-1	9	5	6	2	2	-6
HTRA1 inh	2	14	8	0	1	-3	-3	7	0
NPR2 activator	-1	-1	5	-10	-2	-1	3	-4	1
NPR1 activator	-9	3	3	-1	1	3	3	0	-2
ARFGAP1 inh	0	4	4	4	8	1	-4	11	2
SMARCA2 activ	-4	-2	0	-2	6	-4	-3	-3	-2
ASAP1 inh	0	3	-14	2	-8	-8	3	-8	0

Screening data: PubChem, several laboratories
